S2 tox = cell viability loss in ATXN counter-screen; S2 cells (HEK-293 line with an ATXN2-luciferase reporter) viability, CellTiter-Fluor protease fluorescence, 24 h; Potency, µM (titrated, usually from 56.7 µM), hits mostly cytotoxic; 400,000 compounds, 0.49% hits; AID 651635; further: potency means the concentration at half of the fitted maximal effect; nearly all actives have a fitted effect of over 40% in size
ATXN2 expr inh = inhibitors of ATXN2 expression. HEK-293 ATXN2-luciferase reporter, luminescence, 24 h. Potency, µM (top dose mostly 57 µM), for the others: at the highest dose activity change, negative = inhibition, actives largely listed as inhibitors. 360,000 compounds, 0.72% hits; further: potency means the concentration at half of the fitted maximal effect; on the % scale 0 is the no-effect control and ±100 the full control effect; nearly all actives have a fitted effect of over 55% in size
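ATXN2-luciferase reporter cells (luciferase flanked by upstream and downstream ATXN2 gene portions) were treated 24 h at 37 °C with compounds at up to 57 uM. SteadyGlo luminescence gave expression; GF-AFC fluorescence gave viability.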
MCF10A rerep = inducers of DNA re-replication in MCF 10A breast cells. MCF 10A DNA re-replication, Hoechst nuclear intensity, 48 h. 350,000 compounds, 2.9% hits. Potency, µM (titrated, usually from 46.1 µM), inactives show top-dose activity, positive = re-replication, hits mostly activators. AID 624296; further: potency means the concentration at half of the fitted maximal effect; % of control where 0% means no effect; nearly all actives have a fitted effect of over 50% in size
KB-V1 cytotox = KB-V1 MDR subline cytotoxicity; Potency, µM (doses to about 46.1 µM), without a hit: top-dose activity change, negative = cytotoxicity, actives largely listed as cytotoxic; AID 1347076; 400,000 compounds, 3.4% hits; KB-V1 MDR cells viability, CellTiter-Glo, 72 h; further: potency means the concentration at half of the fitted maximal effect; on the % scale 0 is the no-effect control and ±100 the full control effect; nearly all actives have a fitted effect of over 60% in size
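Following 72 h at 37 degrees C with compound, KB-V1 cell viability was read by CellTiter-Glo luminescence, medium being phenol-red-free DMEM plus 10% FBS; concentration-response parameters came from normalized, curve-fitted qHTS data.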
HT1080 IDH1KD tx = toxicity to HT-1080 IDH1 knockdown cells (counter line) | HT-1080 IDH1 knockdown viability, ATP luminescence, 48 h | Potency, µM (doses to about 46.1 µM), without a hit: at the highest dose activity, negative = toxicity, most hits filed as cytotoxic | 360,000 compounds, 2% hits | AID 686971;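 further: potency means the concentration at half of the fitted maximal effect; 0% = DMSO wells and -100% = cell-free medium wells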
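Cytotoxicity counter-line: IDH1KD HT-1080, 48 h, CellTiter-Glo. Curves classed by r2, magnitude and activity.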
SW480 rerep = inducers of DNA re-replication in SW480 colon cancer cells | Potency, µM (series often up to 46.1 µM), without a hit: top-dose re-replication activation, most hits filed as activators | 340,000 compounds, 1.8% hits | SW480 DNA re-replication, Hoechst DNA content imaging, 48 h; further: potency means the concentration at half of the fitted maximal effect; % of control where 0% means no effect; nearly all actives have a fitted effect of over 55% in size
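Hoechst fluorescence of nuclei (405 nm excitation, 500-530 nm emission) measured by plate-scanning imager after 48 hr compound exposure at 37 C; re-replication scored as increased number of nuclei with elevated intensity.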
HT1080-NT tox = kills 2HG-producing HT-1080-NT fibrosarcoma cells; HT-1080-NT fibrosarcoma viability, CellTiter-Glo ATP luminescence, 48 h; Potency, µM (doses to about 46.1 µM), for inactives: top-dose activity, negative = less viability, actives largely listed as cytotoxic; 360,000 compounds, 1.6% hits;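 further: NT is the 2HG producing partner of a matched IDH1 knockdown line; potency means the concentration at half of the fitted maximal effect; 0% = DMSO-treated cells and -100% = media-only wells without cells; nearly all actives have a fitted effect of over 55% in size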
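Read-out is CellTiter-Glo luminescence after 10 minutes at room temperature, following 48 hours' compound treatment of HT-1080-NT cells (750 cells/well, RPMI, 5% FBS, 37 degrees C).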
IL1B secr inh = blocks inflammasome-driven IL-1 beta release; THP-1 LPS/ATP IL-1B secretion, AlphaLISA, 16 h; stronger effect = lower value; activity change, % at 57.5 µM; 360,000 compounds, 4.7% hits; AID 743279; in the data active means activity change below about -50%; inconclusive means mostly about -30% to -49%; further: on the % scale 0 is the no-effect control and ±100 the full control effect
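THP-1 cells pretreated 1 hr with compounds (up to 57.5 uM final), then stimulated with LPS (250 ng/mL final) plus ATP (1.25 mM final); secreted IL-1B measured by AlphaLISA after 16 hr, decreased signal indicating inhibition.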
KB-3-1 cytotox = kills parental KB-3-1 adenocarcinoma cells; 400,000 compounds, 1.4% hits; KB-3-1 viability, CellTiter-Glo ATP luminescence, 72 h; AID 1347075; Potency, µM (titrated, usually from 46.1 µM), for inactives: at the top dose activity change, negative = cytotoxic, actives largely listed as cytotoxic; further: potency means the concentration at half of the fitted maximal effect; on the % scale 0 is the no-effect control and ±100 the full control effect; nearly all actives have a fitted effect of over 60% in size
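Parental KB-3-1 adenocarcinoma cells in phenol-red-free DMEM with 10% FBS were pin-treated with compounds at several concentrations, incubated 72 h at 37 °C, and viability read by CellTiter-Glo luminescence; concentration-effect curves were fitted after normalization.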
Numbers without * were called inactive; i = inactive; ? = inconclusive; . = no result given; [ ] = remark or other dose. Unless noted, the call rests on the fitted dose curve; in most records, active means well fitted curve in the direction sought with a large enough effect; inconclusive means small, poorly fitted or top-dose-only effect, or another doubt; inactive means no such curve, though single readings can be large; an effect the other way counts as inactive or inconclusive. The order is random; 11% or so of the library scored in one or more.

Values run as follows: S2 tox, ATXN2 expr inh, MCF10A rerep, KB-V1 cytotox, HT1080 IDH1KD tx, SW480 rerep, HT1080-NT tox, IL1B secr inh, KB-3-1 cytotox
COc1ccc(OC)c(CNC(=O)C2CCN(C(=O)N(C)C)CC2)c1
    i, 1%, -5%, 2%, 2%, -1%, 4%, -7, 1%
Cc1cc(Nc2ccccc2)n(CCOC(=O)COc2ccccc2)n1
    i, 4%, -8%, 0%, 10%, -3%, 8%, 27, 13%
COc1cccc(C(=O)N2CCN(C(=O)c3ccc(-c4ccccc4)cc3)CC2)c1OC
    i, ., 2%, ?, -3%, 0%, -10%, 0, ?
CCCCn1c(N)c(N(CCOC)C(=O)c2cc(-c3ccccc3Cl)nc3ccccc23)c(=O)[nH]c1=O
    i, -3%, 3%, 0%, 11%, 20%, -2%, -11, 4%
Cc1cccc(C)c1NC(=O)N1CCC(C(=O)c2ccc(F)cc2)CC1
    i, -9%, 3%, -26%, 3%, 3%, 4%, 20, 2%
COc1ccc(CCNCC(=O)Nc2ccc(OC(F)F)cc2)cc1
    i, -1%, -5%, -18%, -6%, 0%, -10%, ?, -3%
CC(=O)CC(C)(C)S(=O)(=O)c1ccc(Oc2ccc(S(=O)(=O)C(C)(C)CC(C)=O)cc2)cc1
    i, -5%, 1%, ?, 14%, -7%, 7%, 23, 4%
CC(C)C(=O)Nc1ccc2c(c1)C(=O)N(CCC(=O)O)C2=O
    i, 3%, 9%, -1%, -3%, 4%, 0%, 3, 0%
O=C(NCc1ccco1)C(=O)NCC1OCCN1S(=O)(=O)c1cc(F)ccc1F (stereo not drawn)
    i, 4%, 2%, 1%, 9%, -4%, ?, 1, 12%
COc1cccc2c(=O)c(C/C=C(/C)Cl)c(C)[nH]c12
    i, -1%, -3%, 2%, 1%, 2%, 10%, 5, 17%
Cc1ccc(C(=O)c2oc3ccccc3c2NC(=O)c2cc(=O)c3cc(C)ccc3o2)cc1
    i, 6%, ., 14%, ., ., ., ., ?
O=C(NNC(=O)c1ccc(Cl)c(Cl)c1)c1cccnc1
    i, 6%, 0%, 4%, 0%, -4%, 7%, 1, 0%
COCCN=C1OC(=O)N2C(=O)C3=C4[C@@H](C[C@H]5C(=O)N(c6ccccc6)C(=O)[C@H]5[C@H]4[C@@]12Cc1ccccc1)[C@H]1C(=O)N(c2ccccc2)C(=O)[C@H]1[C@H]3C
    ?, 7%, -25%, 28%, 2%, -2%, ?, 13, 4%
Cc1ccc(OCCOCCn2cnc3ccccc3c2=O)c([N+](=O)[O-])c1
    ?, 7%, -12%, ?, 10%, -4%, 7%, -1, -9%
CC(C(=O)N1CCN(Cc2ccccc2)CC1)n1ncn2cccc2c1=O (stereo not drawn)
    i, -6%, 0%, 0%, 9%, -9%, 5%, -8, 7%
CCCCc1nc(SCC(=O)N2CCCCC2)c2c(=O)n(C)c(=O)n(C)c2n1
    ?, 0%, 11%, ?, 0%, -11%, 15%, 4, ?
CCN(CC(=O)Nc1c(F)cccc1F)C(=O)c1cccc(-n2cnnn2)c1
    i, -4%, 1%, 2%, 5%, -5%, 0%, 3, 22%
CCOC(=O)C(C)Sc1nc(=O)n2ccccc2n1 (stereo not drawn)
    i, -13%, -4%, 4%, 0%, -3%, -9%, ?, -10%
CC(=O)c1ccc(S(=O)(=O)Nc2ccc(C(=O)NCC(c3cccs3)N3CCOCC3)cc2)cc1 (stereo not drawn)
    i, -2%, -1%, 4%, 3%, -10%, 1%, 14, ?
CCOC(=O)c1sc(S(C)(=O)=O)c2c1CCc1conc1-2
    i, -8%, 5%, 10%, -13%, -125%[inhibitor], 10%, -17, 19%
CCC1(C)Cc2ccccc2-c2nc(NCCCO)n(-c3ccccc3)c(=O)c21 (stereo not drawn)
    i, -10%, ?, ?, -11%, -1%, -1%, -6, ?
CC(=O)Nc1nnc(CCS(=O)(=O)c2ccc(C)cc2)s1
    i, 16%, -5%, 15%, 22%, -2%, 29%, 5, 4%
O=C(NCCc1cccc(C(F)(F)F)c1)C1CCC(=O)N(Cc2ccc(Cl)cc2)C1 (stereo not drawn)
    i, -4%, 9%, ?, -2%, 1%, -9%, 0, -17%
Cc1[nH]c2ccccc2c1C(=O)C(=O)NCC1CCCO1 (stereo not drawn)
    i, -4%, 2%, 2%, -1%, -1%, 1%, -3, 3%
CC(=Nc1ccccc1)C1=C(O)C(Cc2ccc(F)cc2)NC1=O (stereo not drawn)
    ?, ., ., ?, 2.6µM*, ., 2.6µM*, 16, 1.8µM*
COCCNC(=S)NCc1ccc2[nH]c3c(c2c1)CCCC3
    i, 78%[activator], ?, ?, -19%, 0%, -21%, 13, -20%
CCOC(=O)c1[nH]c2c(OCC)nc(OCC)nc2c1Br
    i, -24%, 3%, 2%, 12%, -3%, 1%, 14, 2%
O=C(CSCc1ccc(Br)cc1)Nc1ccc(S(=O)(=O)N2CCCCCC2)cc1
    i, -20%, 0%, ?, ?, -6%, ?, 24, 19%
CCn1cc(C(=O)OCC(=O)Nc2cccc(C(C)=O)c2)c(=O)c2ccc(C)nc21
    i, 1%, ., ?, ., ., ., ., -20%
Cc1[nH]c2ccccc2c1SCCNC(=O)c1ccc(S(=O)(=O)N2CCCC2)cc1
    i, 6%, 18%, 4%, 0%, -2%, 0%, 8, ?

No new results follow: 2 of the compounds above.
Values run as follows: S2 tox, ATXN2 expr inh, MCF10A rerep, KB-V1 cytotox, HT1080 IDH1KD tx, SW480 rerep, HT1080-NT tox, IL1B secr inh, KB-3-1 cytotox
Cc1cccc(C)c1NC(=O)N1CCC(C(=O)c2ccc(F)cc2)CC1
    i, -9%, 3%, -26%, 3%, 3%, 4%, 20, 2%
COc1ccc(CCNCC(=O)Nc2ccc(OC(F)F)cc2)cc1
    i, -1%, -5%, -18%, -6%, 0%, -10%, ?, -3%

More compounds.
Values run as follows: S2 tox, ATXN2 expr inh, MCF10A rerep, KB-V1 cytotox, HT1080 IDH1KD tx, SW480 rerep, HT1080-NT tox, IL1B secr inh, KB-3-1 cytotox
CNC(=O)/C(C#N)=C/c1c(N(Cc2ccccc2)Cc2ccccc2)nc2ccccn2c1=O
    i, -9%, -1%, 2.6µM*, 0%, -7%, 4%, ?, -15%
CC(C)Nc1oc(Cc2cccc3ccccc23)nc1C#N
    i, 7%, 18%, 16µM*, -13%, -5%, -4%, 20, -18%
O=C(Oc1cc2oc(=O)cc(-c3ccccc3)c2cc1Cl)C1CCCCC1
    ., 15%, ?, ?, -6%, ?, -2%, 11, -1%
CCc1ccc(N(CC(=O)NC2CCCC2)C(=O)CCC(=O)Nc2cc(C)on2)cc1
    i, 0%, -20%, 4%, -17%, 5%, 7%, -3, 13%
Cc1ccc(CNC(=O)CSc2nc3ccccc3[nH]2)cc1
    i, ., 6%, -1%, 0%, -1%, 5%, 2, 1%
COc1cc(NC(=O)Cc2ccc(F)cc2)cc(OC)c1OC
    i, 1%, ?, ?, 0%, -2%, 21%, 0, 0%
CC(C)CNS(=O)(=O)c1ccc(CCC(=O)NCCC2=CCCCC2)cc1
    i, -36%, ?, -31%, -5%, 5%, -6%, -10, -1%
O=C1NC(=S)NC(=O)C1=Cc1ccccc1C(=O)O
    i, -16%, 1%, 0%, -1%, 2%, 0%, -4, -20%
O=C(Cc1cccc2ccccc12)Nc1cc(Cl)ccc1C(=O)O
    i, -7%, ?, 18%, -14%, 4%[1.84 µM], -17%, 26, -3%
Cc1c(C(=O)OCCOC(C)C)[nH]c2c1C(=O)CC(C)(C)C2
    i, 9%, -1%, -4%, 15%, 3%, 9%, -7, 10%
COCCNC(=O)C1CCCN(Cc2ccc(-c3ccccc3)cc2)CC1 (stereo not drawn)
    i, 0%, ., -13%, 13%, ., ?, -11, 0%
CC1(OC(=O)C2CCCC2)C(=O)C=C2C=C(c3ccsc3)N(Cc3ccc4c(c3)OCO4)C=C2C1=O (stereo not drawn)
    i, -8%, -1%, -18%, -7%, -5%, -3%, -10, 0%
CCOc1ccccc1NC(=O)Cc1coc2c(C)c(C)ccc12
    i, -12%, ., ?, ., ., ., ., 2%
O=c1[nH]c(CSc2cccc[n+]2[O-])nc2ccccc12
    ?, ., -3%, 6%, 0%, ?, 0%, 63, 0%
Cn1nnnc1SCC(=O)c1ccco1
    i, 0%, -4%, 10%, 9%, 0%, 13%, 14, 5%
COc1cccc(/C=C2\SC(=S)N(CCC(=O)NC3C=CS(=O)(=O)C3)C2=O)c1 (stereo not drawn)
    i, 7%, ?, -11%, ?, ?, 16µM*, -67*, ?
CCOc1cc(C(=O)Nc2ccccc2N2CCN(S(C)(=O)=O)CC2)cc(OCC)c1OCC
    i, 0%, 14%, -1%, 3%, 0%, 4%, -29, 3%
CC(=O)c1ccc(S(=O)(=O)N2CCCC(N(C)CCc3ccccc3)C2)cc1 (stereo not drawn)
    i, -18%, 1%, 0%, -18%, 0%, -7%, 21, ?
CC(C)[C@H](NC(=O)c1c(F)cccc1F)C(=O)OCC(=O)NC(=O)NC1CCCC1
    i, 2%, -3%, ., -1%, 10%, -3%, 23, .
Cc1cc2cc(CCNS(=O)(=O)c3ccc(Br)cc3)c(=O)[nH]c2cc1C
    i, ?, ., 3%, ., ., ., ., 6%
CCOc1ccccc1C(=O)OCC(=O)Nc1ccc(N2CCCCC2)cc1
    i, 2%, -1%, -15%, -2%, 9%, 2%, 10, -15%
Cc1cc(OCC(=O)NC2CCN(Cc3ccccc3)CC2)c2c(C)c(C)c(=O)oc2c1
    i, 1%, 0%, -2%, -1%, -5%, -1%, 16, 1%
CN(CCOc1ccccc1)C(=O)C1CCC(=O)N(CCc2ccc(Cl)cc2)C1 (stereo not drawn)
    i, 47%[activator], -8%, -11%, -2%, -4%, 2%, -13, -2%
